TrxR1 substrate: substrates of rat thioredoxin reductase 1; Potency, µM (doses to about 114 µM), for inactives: at the top dose activity change, negative = substrate turnover; O89049; actives 0.01% (n = 390,000); purified TrxR1 substrate turnover, NADPH consumption readout; note: potency is the fitted concentration of half-maximal effect; % is set by controls: 0 for no effect and ±100 for the full control effect; nearly all actives have a fitted effect of over 50% in size
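Rat TrxR1, dispensed at 90 nM, was prereduced with 400 uM NADPH (final) for 5 min at ~22 deg C, then incubated with compound 15 min before 400 uM selenite. A first-read NADPH fluorescence drop versus no-compound background flagged substrates.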
rTrxR1 inhibitor: rat TrxR1 inhibition; actives 1% (n = 390,000); recombinant rTrxR1, NADPH fluorescence consumption, selenite substrate; AID 588453; Potency, µM (titrated, usually from 114 µM), without a hit: at the highest dose activity change, negative = inhibition, hits mostly inhibitors; note: potency is the fitted concentration of half-maximal effect; % is set by controls: 0 for no effect and ±100 for the full control effect; nearly all actives have a fitted effect of over 65% in size
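Rat TrxR1 (90 nM in the dispensed reagent) was pre-reduced with 400 uM NADPH for 5 min at room temperature, then incubated with compound for 15 min. After 400 uM selenite was added, NADPH fluorescence (Ex 340/Em 450 nm) was followed for 8 min.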
TRHR agonist: activates the human TRH receptor; P34981; TRHR cells, calcium flux fluo-8, FDSS agonist mode; activation, % at 2 µM; actives 0.18% (n = 360,000); in the data active = activation above about 30%; note: 0% is about no effect
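Agonist-mode FDSS calcium read (Ex 480/Em 530, 1 s cycles) in 1536-well TRHR cells with fluo-8 dye, after 10-cycle baseline and 23 nL compound addition; TRH at EC20 (10 nM final) added afterwards for the enhancer phase.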
IDH1 R132H inh: human IDH1 R132H inhibition. IDH1-R132H enzyme, NADPH consumption, diaphorase/resazurin fluorescence. AID 602179. O75874. actives 0.093% (n = 390,000). Potency, µM (top dose mostly 76.6 µM), for inactives: at the top dose activity change, negative = inhibition, most hits filed as inhibitors; note: potency is the fitted concentration of half-maximal effect; % is set by controls: 0 for no effect and ±100 for the full control effect; nearly all actives have a fitted effect of over 65% in size
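IDH1-R132H (0.5 ug/mL dispensed) in pH 7.5 Tris buffer was preincubated 30 min with compound, then given a substrate mix of 0.016 mM NADPH and 2 mM alpha-KG for 80 min at room temperature; remaining NADPH was read by diaphorase/resazurin fluorescence.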
Pin1 inh: blocks the human prolyl isomerase Pin1. Q13526. Pin1 FP peptide displacement, HiFluor488, 10 min. Potency, µM (top dose mostly 115 µM), for the others: top-dose activity, negative = inhibition, usual class: inhibitors. actives 0.009% (n = 390,000). AID 504891; active = well fitted inhibition curve with a large enough effect in the polarisation, with a control signal flat, not every such curve was filed as active; inconclusive = small, poorly fitted or top-dose-only effect, or effect the other way, or a change in a side signal; inactive = no such curve, though single readings can be large or run the other way; the % refers to the polarisation; note: potency is the fitted concentration of half-maximal effect; % is set by controls: 0 for no effect and ±100 for the full control effect
Target sequence (Q13526 whole entry, looked up): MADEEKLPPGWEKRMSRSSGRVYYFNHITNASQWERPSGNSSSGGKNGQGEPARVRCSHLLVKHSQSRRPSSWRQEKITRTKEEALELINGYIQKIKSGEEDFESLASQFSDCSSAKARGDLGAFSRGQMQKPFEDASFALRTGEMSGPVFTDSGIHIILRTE
D2 agonist: agonists of human D2 dopamine receptor. P14416. HEK293 T-REx D2 cells, calcium flux agonist mode. activation, % at 2 µM. actives 0.53% (n = 340,000). AID 485358;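 active = activation over 3 SD above normal in the single-dose calcium agonist read, cut at about 30% in these data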; note: 0% is about no effect
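Agonism is scored from calcium flux in a force-coupled, inducible HEK293 cell line expressing D2, read kinetically for 180 s after compound addition against dopamine controls.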
USP1 inh: blocks the human USP1/UAF1 deubiquitinase complex | O94782 | recombinant USP1/UAF1, Ub-Rhodamine cleavage fluorescence | Potency, µM (doses to about 57.1 µM), inactives show at the highest dose activity change, negative = inhibition, hits mostly inhibitors | actives 0.23% (n = 390,000); note: potency is the fitted concentration of half-maximal effect; % is set by controls: 0 for no effect and ±100 for the full control effect; nearly all actives have a fitted effect of over 60% in size; inactives centre near -12
Target sequence (O94782 whole entry, looked up): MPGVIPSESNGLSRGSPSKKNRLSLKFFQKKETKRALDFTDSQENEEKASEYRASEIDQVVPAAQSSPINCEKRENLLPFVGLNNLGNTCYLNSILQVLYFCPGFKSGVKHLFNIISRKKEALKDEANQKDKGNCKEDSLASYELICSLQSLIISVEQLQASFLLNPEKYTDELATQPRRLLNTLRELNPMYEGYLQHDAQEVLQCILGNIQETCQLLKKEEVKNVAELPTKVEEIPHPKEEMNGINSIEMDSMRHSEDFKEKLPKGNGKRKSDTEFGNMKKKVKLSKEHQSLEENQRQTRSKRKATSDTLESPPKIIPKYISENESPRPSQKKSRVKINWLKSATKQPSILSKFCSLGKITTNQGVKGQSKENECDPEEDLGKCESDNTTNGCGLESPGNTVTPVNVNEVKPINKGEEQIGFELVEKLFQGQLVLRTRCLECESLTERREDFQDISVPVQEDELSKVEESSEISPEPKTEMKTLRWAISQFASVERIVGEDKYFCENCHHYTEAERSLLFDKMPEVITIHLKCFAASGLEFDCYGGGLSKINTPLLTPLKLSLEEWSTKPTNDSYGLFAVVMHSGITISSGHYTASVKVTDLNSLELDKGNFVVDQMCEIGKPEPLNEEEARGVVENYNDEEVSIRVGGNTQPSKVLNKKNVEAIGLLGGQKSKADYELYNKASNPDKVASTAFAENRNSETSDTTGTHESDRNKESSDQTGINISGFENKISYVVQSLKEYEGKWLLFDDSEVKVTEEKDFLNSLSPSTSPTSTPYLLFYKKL
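USP1/UAF1 complex at 1 nM was preincubated with compound for 15 min at room temperature, then Ub-Rho substrate (150nM final) was added. Fluorescence (480/540 nm) was read kinetically, 6 reads every 60 seconds.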
TRHR enhancer: allosteric enhancers of human TRH receptor; P34981; TRHR cells, fluo-8 calcium fluorescence, EC20 TRH enhancement; enhancement, % at 2 µM; actives 0.66% (n = 360,000); AID 493056; in the data active = enhancement above about 30%; note: 0% is about no effect
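TRHR-expressing cells loaded with fluo-8 calcium dye were read kinetically (ex 480/em 530) during compound addition, then stimulated with an EC20 of TRH (10 nM final). Enhancement of the Gq-mediated intracellular calcium response was scored.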
D2 antag: antagonists of human D2 dopamine receptor | HEK293 TREx D2 cells, calcium flux, dopamine EC80 | inhibition, % at 10 µM | P14416 | actives 2% (n = 340,000); in the data active = inhibition above about 30%; note: 0% is about no effect
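HEK293 T-REx D2 cells, tet-induced, calcium dye no-wash. Cpd pintool add, 180 s kinetic, then EC80 DA, 180 s kinetic. Ca flux read.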
Active calls of the source: *; ? = inconclusive; · = not tested or not shown; [ ] = remark or other dose. Unless noted, calls come from the whole dose curve; as a rule, active = well fitted inhibition curve with a large enough effect; inconclusive = small, poorly fitted or top-dose-only effect; inactive = no such curve, though single readings can be large or run the other way. The list is partial; rates above refer to the full screens.

SMILES	TrxR1 substrate	rTrxR1 inhibitor	TRHR agonist	IDH1 R132H inh	Pin1 inh	D2 agonist	USP1 inh	TRHR enhancer	D2 antag
COc1ccc(/C=C(\C#N)C(=O)OCCNC(=O)c2ccncc2)cc1	-16%	-23%	-0.2	-5%	10%	-0.3	-8%	1	2
COc1ccccc1NC(=O)c1nn(-c2ccc(Cl)cc2)ccc1=O	8%[57.1 µM]	19%	-0.5	1%	6%	-0.2	-17%	-2	-25
O=C(c1cccc(S(=O)(=O)N2CCOCC2)c1)N1CCCC1	-11%	-4%	0.6	-3%	1%	1.1	2%	10	3
CN(C)c1ccc(C(=O)NNC(=O)c2ccc(Cl)cc2)cc1	-2%[57.1 µM]	1%[57.1 µM]	-1.0	-5%	?	0.1	-17%	3	-4
O=C(Cc1cccs1)Nc1nnc(CCc2ccccc2)s1	7%	4%	0.2	0%	1%	-2.9	-9%	-1	18
N#Cc1cccc(NC(=O)N2CCC(c3nc4c(nnn4Cc4cccc(Cl)c4)c(=O)[nH]3)CC2)c1	-7%	4%	0.7	5%	-5%	-0.5	-20%	-3	-1
CCOC(=O)c1c(NC(=O)CSc2nc3ccc(C)cc3[nH]2)sc2c1CC(C)(C)NC2(C)C	-15%	-8%	1.8	-9%	47%[activator]	0.9	-11%	0	6
O=c1n(Cc2ccc([N+](=O)[O-])cc2)c2ccccc2c2nc(-c3ccccc3)nn12	-11%[57.1 µM]	-6%[57.1 µM]	-0.5	15%	-17%	0.8	-11%	5	·
Cc1ccn(CCNC(=O)C2CCC(=O)N(CCc3ccc(Cl)cc3)C2)n1 (stereo unspecified)	-6%	-6%	-0.6	0%	-9%	-0.5	-17%	8	2
OCCC1CN(Cc2cccc3nccnc23)CCN1Cc1ccc(F)c(F)c1 (stereo unspecified)	9%[57.1 µM]	8%[57.1 µM]	3.4	-5%	0%	0.8	-22%	5	3
CCCCN(Cc1ccco1)C(=O)C1CCCN(c2ncnc3c2nc2n3CCCCC2)C1 (stereo unspecified)	-5%	-5%	2.3	0%	-6%	4.3	-17%	-8	9
Cc1ccc(NC(=O)CS(=O)CC(=O)N(c2ccc(C)cc2)C(C)C(=O)NC2CCCCC2)cc1 (stereo unspecified)	15%[57.1 µM]	13%[57.1 µM]	-0.2	-8%	6%	0.5	-1%	-8	-8
Cc1ccc(-n2nc3c(=O)n(CCCC(=O)NCc4cccc(F)c4)nc(C)c3c2C)cc1	-1%	20%	-1.6	2%	-10%	0.0	-25%	-1	3
CCc1nnc2c(NCc3ccccc3)nc3ccccc3n12	6%	14%	0.1	32%[activator]	3%	-1.3	-32%	2	·
CCOc1ccc(C(=O)NCC(=O)OCCN2C(=O)c3ccccc3C2=O)cc1OCC	2%	13%	0.4	1%	-3%	0.9	-13%	5	-22
Cn1c(=O)c2c(ncn2CC(=O)Nc2nc(-c3ccccc3Cl)cs2)n(C)c1=O	-1%[57.1 µM]	1%[57.1 µM]	0.4	3%	2%	0.2	-9%	-1	2
Cc1ccc(-c2nc(C)sc2CC(=O)O)cc1	-5%	-11%	-0.2	4%	1%	0.5	-13%	26	-18
O=C(c1ccc(Cl)c(S(=O)(=O)N2CCCCC2)c1)N1CCN(c2ccccc2)CC1	-8%	0%	-0.2	2%	2%	1.9	-10%	-1	-7
CCOc1ccccc1-n1c(CNc2ccc(F)cc2)nnc1SCC(=O)NCc1ccco1	41%[activator]	9%	0.2	3%	9%	0.4	-15%	8	12
COC(=O)c1ccccc1N(C)S(=O)(=O)c1cc2c3c(c1)CC(=O)N3CCC2	2%[57.1 µM]	12%[57.1 µM]	0.3	21%	20%	0.5	-18%	1	·
O=C(CSc1nc2c([nH]c3ccccc32)c(=O)n1-c1ccccc1)Nc1ccc2c(c1)OCCO2	5%[57.1 µM]	35%[57.1 µM]	0.1	0%	12%	-1.7	-20%	-3	·
COc1ccc(OC)c(C2N(c3ccccn3)C(=O)C3CCCN32)c1 (stereo unspecified)	3%[57.1 µM]	26%[57.1 µM]	0.1	-5%	-8%	-0.2	-9%	4	-3
CCN(CC1CCCO1)C(=O)C1CCN(C2CCN(Cc3ccccc3C)CC2)CC1 (stereo unspecified)	-8%	-20%	0.8	6%	0%	21	-14%	-2	-17
Cc1nnc(NC(=O)CSc2nc3c(c(=O)n(C)c(=O)n3C)n2C(C)C)s1	7%	31%	0.0	0%	-3%	0.1	-28%	-5	-9
COC(=O)COc1ccc(/C=C2\SC(=O)N(CC(=O)Nc3ccccc3F)C2=O)cc1	14%[57.1 µM]	25%[57.1 µM]	0.9	16%	2%	1.1	?	2	-3
CCOC(=O)c1cc2c(=O)n3cccc(C)c3nc2n(Cc2ccco2)c1=NC(=O)c1cccnc1	78%[activator][57.1 µM]	?	1.1	?	-6%	-0.5	3%	-4	18
O=C(NC1CCCc2ccccc21)C1CCN(S(=O)(=O)N2CCCCCC2)CC1 (stereo unspecified)	-4%	8%	0.6	4%	8%	0.2	-7%	7	-10
Cc1ccc(C)c(OCC(=O)NCC(C)(C)N2CCOCC2)c1	-3%	0%	-0.2	-9%	3%	1.8	2%	3	-11
O=C(CNCc1ccco1)Nc1cc(S(=O)(=O)N2CCOCC2)ccc1N1CCOCC1	5%	17%	·	-3%	?	·	-16%	·	·
CCOc1ccc(-c2[nH]ncc2-c2ccc(OC)c(OC)c2)c(O)c1	9%	11%	-0.1	4%	-4%	·	-21%	9	·

Looked up above:
O=C(NC1CCCc2ccccc21)C1CCN(S(=O)(=O)N2CCCCCC2)CC1 (stereo unspecified) in TRHR enhancer: 7
Cc1ccc(NC(=O)CS(=O)CC(=O)N(c2ccc(C)cc2)C(C)C(=O)NC2CCCCC2)cc1 (stereo unspecified) in USP1 inh: -1%

Next results:
SMILES	TrxR1 substrate	rTrxR1 inhibitor	TRHR agonist	IDH1 R132H inh	Pin1 inh	D2 agonist	USP1 inh	TRHR enhancer	D2 antag
CCOC(=O)c1sc(NC(=O)C(CC)OC(=O)C(CC(C)C)NC(=O)c2ccccc2)nc1C (stereo unspecified)	-12%	1%	2.0	8%	-1%	0.5	-9%	-15	-7
Cc1cccc(NC(=O)c2ccc(F)c(S(=O)(=O)NCc3ccco3)c2)c1	-8%	79µM*	-0.2	0%	-5%	-1.9	-22%	-2	33*
Cc1cccc(OCC(=O)N2CCN(C(=O)c3cccs3)CC2)c1	1%	9%	0.2	-9%	-2%	0.4	-7%	-6	-7
N#Cc1nc(-c2ccc(OCc3ccccc3)cc2)oc1NCCCn1ccnc1	78%[activator]	1%	0.2	2%	7%	0.3	-1%	2	5
CC(C)OP(=O)(OC(C)C)C(Nc1ccccn1)c1ccc(F)cc1 (stereo unspecified)	-6%	-2%	-0.3	9%	6%	-0.9	-2%	-7	-7
CCOC(=O)NC(CC(=O)O)c1ccc(OC)cc1 (stereo unspecified)	13%[57.1 µM]	13%	0.4	0%	0%	-0.3	-6%	-2	12
N/C(=N\c1nc2ccccc2o1)NC(=O)c1ccc(F)cc1	1%	13%	0.1	3%	7%	-1.1	-1%	7	-6
CC(C)NC(=O)Nc1cccc2c1O[C@H](CN(C)C(=O)NC1CCCCC1)[C@H](C)CN([C@H](C)CO)C2=O	5%	?	·	-9%	0%	·	20%	·	·
N#Cc1ccccc1NC(=O)CSc1nnc(-c2ccncc2)o1	-4%	-26%	-1.2	-3%	-3%	-0.4	-18%	8	-7
O=C(NCCc1ccccc1)C(=O)NCC(c1ccc2c(c1)OCO2)N1CCOCC1 (stereo unspecified)	3%[57.1 µM]	11%[57.1 µM]	0.0	-8%	-2%	·	-23%	5	·

Two of the compounds above, field by field:
structure: Cc1cccc(NC(=O)c2ccc(F)c(S(=O)(=O)NCc3ccco3)c2)c1
- TrxR1 substrate = -8%
- rTrxR1 inhibitor = 79µM*
- TRHR agonist = -0.2
- IDH1 R132H inh = 0%
- Pin1 inh = -5%
- D2 agonist = -1.9
- USP1 inh = -22%
- TRHR enhancer = -2
- D2 antag = 33*

structure: N#Cc1ccccc1NC(=O)CSc1nnc(-c2ccncc2)o1
- TrxR1 substrate = -4%
- rTrxR1 inhibitor = -26%
- TRHR agonist = -1.2
- IDH1 R132H inh = -3%
- Pin1 inh = -3%
- D2 agonist = -0.4
- USP1 inh = -18%
- TRHR enhancer = 8
- D2 antag = -7

Next section
SMILES	TrxR1 substrate	rTrxR1 inhibitor	TRHR agonist	IDH1 R132H inh	Pin1 inh	D2 agonist	USP1 inh	TRHR enhancer	D2 antag
COc1cccc(NC(=O)COc2ccc(Br)c(C)c2)c1	4%[11.4 µM]	37%[activator]	-0.2	0%	3%	-0.5	-24%	20	10
C[C@@H](NC(=O)c1[nH]cnc1C(=O)Nc1ccc(Cl)cc1)c1ccccc1	18%[57.1 µM]	50%[activator][57.1 µM]	1.1	-6%	?	1.9	19%	-1	4
CCCC(=O)Nc1cc(C)c(NC(=O)c2ccco2)cn1	7%[57.1 µM]	-4%[57.1 µM]	0.8	5%	-1%	0.3	-3%	1	3
COc1ccc(C2C(C(=O)NCc3ccccn3)c3ccccc3C(=O)N2C)cc1OC (stereo unspecified)	11%	20%	-0.7	3%	-11%	-0.5	-18%	-1	-3
CC(C)CCNC(=O)C1CCN(S(=O)(=O)c2ccc3c(c2)CC(C)N3C(=O)C2CC2)CC1 (stereo unspecified)	2%	31%	-1.6	2%	3%	-0.1	-12%	-6	12
O=C(NCc1ccccc1)C1=C[C@@H](c2coc3ccccc3c2=O)C[C@@H](OCc2ccc(CO)cc2)O1	4%	17%	0.5	-5%	29%	0.4	3%	-4	9
Cc1ccc(-c2cc(C(=O)Nc3nn[nH]n3)c3ccccc3n2)cc1	29%	14%	0.0	3%	0%	-0.5	-9%	0	4
C/C(CC(=O)Nc1ccc(Cl)cc1Cl)=N\NC(=O)c1ccncc1	-1%	0%	0.2	-3%	0%	0.5	-2%	-9	-13
CCOc1ccc(-c2cc3nc(C4CCN(C(=O)OC(C)(C)C)CC4)c(C(=O)Nc4ccc(C)c(F)c4)cn3n2)cc1	36%	7%	-0.1	-7%	6%	-0.5	?	3	·
COc1ccc(OC)c(C(=O)c2ccc(C(=O)N3CCN(Cc4csc(C)n4)CC3)cc2)c1	-5%	-7%	-0.8	8%	-1%	38*	-5%	1	-9
Clc1cccc(-c2nnc(-c3ccccc3)o2)c1	-4%	-3%	0.2	3%	-2%	0.0	-10%	18	22
